# Screening data: PubChem, National Center for Advancing Translational Sciences (NCATS)
# TGFb inhibitor: TGF-b pathway inhibition; HepG2 CAGA-GFP TGF-b/SMAD3 reporter, GFP fluorescence, 18 h; TGF-beta stimulated, 500 pg/mL final; AID 588855; Potency, µM (top dose mostly 46.1 µM), for the others: at the top dose activity, negative = inhibition, actives largely listed as inhibitors; 1.2% of 410,000 active; also: potency is read from the fitted curve at half-maximal effect; % is scaled to controls: 0 for no effect and ±100 for the full control effect; nearly all actives have a fitted effect of over 65% in size
#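 HEPG2 CAGA-GFP, 1000 cells/well; 2 h settle, 37 C; cpd via pin tool; TGF-b 500 pg/mL final; 18 h, 37 C; GFP imaging ex488/em500-530; %Activity normalised to -TGF-b and +DMSO controls; CRC fit, curve class.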
# IL-1B inflam inh: inflammasome signaling inhibition, IL-1 beta readout. activity change, % at 57.5 µM. 4.7% of 360,000 active. THP-1 LPS/ATP IL-1B secretion, AlphaLISA, 16 h; stronger effect = lower value; in the data active = activity change below about -50%; inconclusive = mostly about -30% to -49%; also: % is scaled to controls: 0 for no effect and ±100 for the full control effect
#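 Secreted IL-1B measured by AlphaLISA bead assay after 16 h compound exposure of THP-1 cells; compounds (final up to 57.5 uM) added 1 h before LPS (250 ng/mL) and ATP (1.25 mM) stimulation; lower signal means less secretion.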
# MCF10A rereplic: induces DNA re-replication in MCF 10a normal breast cells; MCF 10A DNA re-replication, Hoechst nuclear intensity, 48 h; AID 624296; 2.9% of 350,000 active; Potency, µM (top dose mostly 46.1 µM), inactives show top-dose activity, positive = re-replication, most hits filed as activators; also: potency is read from the fitted curve at half-maximal effect; % of control where 0% means no effect; nearly all actives have a fitted effect of over 50% in size
# A549 tox: A549 cytotoxicity, counter-screen for Nrf2 inhibitors; A549 ARE-Fluc cells, CellTiter-Fluor viability, 18-24 h; Potency, µM (series often up to 46 µM), inactives show top-dose activity change, negative = cytotoxicity, most hits filed as inhibitors; 0.16% of 390,000 active; AID 504648; also: potency is read from the fitted curve at half-maximal effect; % is scaled to controls: 0 for no effect and ±100 for the full control effect
#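 A549 ARE-Fluc cells in 5% FBS OPTI-MEM, 5000 cells/well, rested 2 h then exposed to compounds in concentration-response for 18-24 h at 37 °C. Viability by CellTiter-Fluor fluorescence (Ex 405/Em 525) after 30 min; luciferase luminescence (BugLite, 15 min, RT) read afterwards.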
# Nrf2 inh: blocks Nrf2 signaling | A549 ARE-Fluc reporter, luciferase luminescence, 18-24 h | Potency, µM (series often up to 46 µM), for the others: top-dose activity change, negative = inhibition, actives largely listed as inhibitors | 2.1% of 360,000 active; also: potency is read from the fitted curve at half-maximal effect; % is scaled to controls: 0 for no effect and ±100 for the full control effect; nearly all actives have a fitted effect of over 60% in size
#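 Two sequential reads on A549 ARE_Fluc cells exposed to compound for 18-24 h: a CellTiter-Fluor fluorescence read for viability, then a luciferase luminescence read for Nrf2/ARE activity.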
# Nrf2 ARE act: activates Nrf2 signaling | AREc32 ARE-luciferase reporter (MCF7-derived line), luminescence, 24 h | Potency, µM (titrated, usually from 46.1 µM), for the others: at the highest dose activation, actives largely listed as activators | 0.31% of 410,000 active; also: potency is read from the fitted curve at half-maximal effect; % of control where 0% means no effect; nearly all actives have a fitted effect of over 65% in size
#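 AREc32 cells carrying an ARE-driven firefly luciferase, 1000 cells/well in OPTI-MEM with 5% FBS, dosed after overnight attachment and incubated 24 hr at 37 deg C. Steady-Glo luminescence read after 30 min at RT.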
# S2 tox: cell viability loss in ATXN counter-screen; S2 cells (HEK-293 line with an ATXN2-luciferase reporter) viability, CellTiter-Fluor protease fluorescence, 24 h; Potency, µM (doses to about 56.7 µM), usual class: cytotoxic; 0.49% of 400,000 active; also: potency is read from the fitted curve at half-maximal effect; nearly all actives have a fitted effect of over 40% in size
# ATXN2 expr inh: inhibitors of ATXN2 expression | 0.72% of 360,000 active | Potency, µM (titrated, usually from 57 µM), inactives show top-dose activity change, negative = inhibition, hits mostly inhibitors | AID 1745845 | HEK-293 ATXN2-luciferase reporter, luminescence, 24 h; also: potency is read from the fitted curve at half-maximal effect; % is scaled to controls: 0 for no effect and ±100 for the full control effect; nearly all actives have a fitted effect of over 55% in size
#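 ATXN2-luciferase reporter cells (luciferase flanked by upstream and downstream ATXN2 gene portions) were treated 24 h at 37 °C with compounds at up to 57 uM. SteadyGlo luminescence gave expression; GF-AFC fluorescence gave viability.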
# HepG2 tox: kills HepG2 cells in TGF-b inhibitor counter-screen; HepG2 CAGA-GFP viability, ATP luminescence, 18 h; Potency, µM (titrated, usually from 46.1 µM), for the others: at the top dose activity change, negative = cytotoxicity, usual class: cytotoxic; 0.76% of 410,000 active; also: potency is read from the fitted curve at half-maximal effect; some results filed as inactive show a strong effect at the top dose
#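 CellTiter-Glo luminescence gave cytotoxicity after 18 hours at 37 degrees C. The cells were HepG2 CAGA-GFP in 1% FBS DMEM, stimulated with 500 pg/mL TGF-beta after compound addition. %Activity was normalised to no-cell wells (complete cell-killing) and DMSO (no toxicity), and curves were fitted and classified.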
# Numbers without * were called inactive; i = inactive; ? = inconclusive; / = no result given; [ ] = another dose, or the depositor's remark. Unless noted, calls follow the shape of the dose curve; as a rule, active = well fitted curve in the direction sought with a large enough effect; inconclusive = small, poorly fitted or top-dose-only effect, or another doubt; inactive = no such curve, though single readings can be large; an effect the other way counts as inactive or inconclusive.
SMILES,TGFb inhibitor,IL-1B inflam inh,MCF10A rereplic,A549 tox,Nrf2 inh,Nrf2 ARE act,S2 tox,ATXN2 expr inh,HepG2 tox
CC(=O)C1C(c2ccncc2)NC(=O)NC1(O)C(F)(F)F (stereo not given),19%,2,-21%,10%,/,-0.6%,i,-23%,-5%
Cc1ccc(C)c(S(=O)(=O)N2CCN(C(=O)c3ccc(C)s3)CC2)c1,-2%,-24,10%,-12%,?,-0.7%,?,-8%,-5%
CN(CC(=O)NCCc1ccc(F)cc1)CC(=O)Nc1ccc(F)c(F)c1F,0%,-12,2%,8%,12%,0.4%,i,-1%,-22%
CCN(CC)S(=O)(=O)c1ccc(NS(=O)(=O)c2ccc3oc(=O)[nH]c3c2)cc1,3%,18,17%,0%,-23%,-0.8%,i,-3%,8%
COc1ccc(NC(=O)Cc2nnc(SCC(=O)NC3=NCCS3)n2C)cc1,11%,21,1%,0%,2%,-0.2%,/,-5%,2%
CCOc1ccc(/C(CCC(=O)O)=N/NC(=S)NC(C)C)cc1,-3%,5,1%,3%,-9%,0.6%,i,-11%,-22%
COc1ccc(Cc2c(N)nc(C)nc2N)cc1,1%,11,-24%,0%,28%,-0.6%,i,3%,0%
O=C(Nc1ccc(N2CCN(C(=O)c3ccco3)CC2)cc1)c1ccccc1Br,0%,-62*,2%,?,?,-0.3%,i,6%,-2%
Cc1ccc(O)c(NC(=O)c2noc(C(C)C)c2[N+](=O)[O-])c1,-26%,12,-5%,1%,17%,?,i,20%,-10%
Cc1ccc(N)cc1-n1c(C)ccc1C,10%,-19,5%,/,10%,20%,i,4%,0%
O=C(Cn1c(CO)nc2ccccc21)Nc1ccccc1Cl,-1%,22,0%,0%,14%,-0.9%,i,/,-8%
COc1cc(C2c3[nH]c4ccccc4c3CCN2Cc2cn(C)nc2C)ccc1F (stereo not given),-12%,22,?,1%,0%,8.6%,i,-13%,-11%
CCCCN(c1ccccc1)S(=O)(=O)c1cc2c3c(c1)C(C)C(=O)N3CCC2 (stereo not given),?,/,/,-16%,/,-0.9%,/,/,-5%
CCc1ccc(C2C(C(=O)Nc3ccc(Cl)cc3)=C(C)Nc3ncnn32)cc1 (stereo not given),-12%,/,/,4%,0%,5.7%,i,-1%,-27%
CN1/C(=C\C=C2/SC(=S)N(CC(=O)O)C2=O)C(C)(C)c2ccccc21,103%[activator],0,-8%,9.2µM*,4.1µM*,1.1%,i,/,-19%
O=C1CC(c2cccc(Br)c2)C2=C(COC2=O)N1 (stereo not given),-6%,-9,10%,-2%,-2%,0.1%,/,?,3%
Fc1cc(F)c(NC(=S)N2CCOCC2)c(F)c1,15%,-4,-11%,5%,-7%,-0.9%,i,0%,-2%
CCCCN(CC)C(=O)CSc1nc2ccccc2c(=O)n1Cc1ccco1,2%,/,/,-11%,/,2.6%,i,-14%,11%
COc1ccccc1CCNS(=O)(=O)c1ccc(C(=O)O)n1C,-1%,-12,5%,2%,28%,3.4%,i,8%,-48%
Cc1ccc(CCNC(=O)c2cc3c(s2)-c2ccccc2OC3)cc1,-5%,/,/,?,18µM*,0.0%,/,/,2%

# Some entries already given with just IL-1B inflam inh and Nrf2 ARE act.
smiles,IL-1B inflam inh,Nrf2 ARE act
Fc1cc(F)c(NC(=S)N2CCOCC2)c(F)c1,-4,-0.9%
Cc1ccc(CCNC(=O)c2cc3c(s2)-c2ccccc2OC3)cc1,/,0.0%
CCCCN(c1ccccc1)S(=O)(=O)c1cc2c3c(c1)C(C)C(=O)N3CCC2 (stereo not given),/,-0.9%
COc1ccccc1CCNS(=O)(=O)c1ccc(C(=O)O)n1C,-12,3.4%
COc1cc(C2c3[nH]c4ccccc4c3CCN2Cc2cn(C)nc2C)ccc1F (stereo not given),22,8.6%

# Next part.
SMILES,TGFb inhibitor,IL-1B inflam inh,MCF10A rereplic,A549 tox,Nrf2 inh,Nrf2 ARE act,S2 tox,ATXN2 expr inh,HepG2 tox
C/C(=N\NC(=S)NC1CCCCC1)c1ccc(C#N)cc1,8%,24,1%,-3%,-1%,0.1%,?,-11%,-2%
COc1cc(CNCc2cc(OC)c(OC)c(OC)c2)cc(OC)c1,-30%,2,6%,3%,3%,0.4%,i,-17%,-1%
CCCCN(C(=O)c1ccc([N+](=O)[O-])o1)c1c(N)n(CCCC)c(=O)[nH]c1=O,-1%,17,7%,-10%,15%,2.2%,?,9%,-4%
O=C(NC(=O)N1CCOCC1)c1ccccc1,8%,1,3%,-1%,?,9.4%,i,-4%,9%
CCCCc1ccc(NC(=S)N2CCN(C(=O)c3ccco3)CC2)cc1,-20%,?,?,5%,-29%,-0.2%,i,-12%,-23%
Cc1ccc2c(c1)CCCN2C(=O)Nc1ccc2c(c1)OCO2,-5%,-14,13%,-7%,3%,3.9%,i,4%,-31%
CCOc1ccc2nc(/N=C/c3nc(-c4ccc(Br)cc4)oc3O)sc2c1,13%,0,-2%,10%,7%,-0.5%[9.22 µM],i,18%,-1%
COCCCn1c(SCc2cccc(OC)c2)nc2cc(OC)c(OC)cc2c1=N,2%,-10,?,-9%,-12%,-0.1%,i,-4%,-46%
O=C(CCN1C(=O)c2cccc([N+](=O)[O-])c2C1=O)NC1CCCCCC1,1%,-8,-1%,-6%,0%,0.2%,i,-3%,3%
CCCc1cc(=O)[nH]c(SCC(=O)NCCN2C(=O)CSC2=O)n1,5%,7,1%,1%,3%,-0.1%,i,5%,-3%
CCOC(=O)c1c(-c2ccccc2)csc1NC(=O)c1ccc(S(=O)(=O)N2CC(C)OC(C)C2)cc1 (stereo not given),-16%,17,?,-3%,/,-0.4%,?,0%,7%
CCOc1c(Cl)cc(CNc2nnnn2C)cc1OC,0%,10,15%,-3%,-15%,-0.3%,i,13%,2%
CC1(C)CC(=O)C(C(c2ccccc2F)C2C(=O)CC(C)(C)CC2=O)C(=O)C1,-4%,-2,1%,-9%,4%,-0.1%,?,-8%,1%
Cc1ccc(C(=O)Nc2ccc(N3CCOCC3)nc2N2CCOCC2)cc1,-19%,/,?,0%,2%,0.2%,i,-7%,0%
Cc1cccc(C)c1-n1cccc1/C=C1\SC(=S)N(c2cccc(C(=O)O)c2)C1=O,-4%,4,-16%,-21%,1%,3.4%,i,22%,-36%
COc1ccc(S(=O)(=O)N2CCOCC2)cc1NC(=O)CCCOc1ccccc1,-3%,15,-2%,-2%,9%,0.7%,?,5%,7%
COc1ccc(NC(=O)CSc2nnc(-c3cnccn3)n2C)cc1OC,12%,-17,0%,-5%,-5%,0.2%,i,4%,3%
Cc1ccc(OCC(=O)N2N=C(C(F)(F)F)CC2(O)C(C)(C)C)cc1C (stereo not given),?,13,8.2µM*,?,?,-0.8%,?,?,-106%
O=C(CCn1nc(-c2ccc(Cl)cc2)c2ccccc2c1=O)NN1CCOCC1,-21%,-6,-1%,-1%,?,0.5%,i,12%,6%
N#C/C(=C/c1ccccc1[N+](=O)[O-])c1nnc2n1CCCCC2,-3%,-2,3%,-2%,10%,14%,i,-2%,-7%

# Part of the list above, as tab-separated lines.
Structure	TGFb inhibitor	IL-1B inflam inh	MCF10A rereplic	A549 tox	Nrf2 inh	Nrf2 ARE act	S2 tox	ATXN2 expr inh	HepG2 tox
CCOc1ccc(/C(CCC(=O)O)=N/NC(=S)NC(C)C)cc1	-3%	5	1%	3%	-9%	0.6%	i	-11%	-22%
CCOc1ccc2nc(/N=C/c3nc(-c4ccc(Br)cc4)oc3O)sc2c1	13%	0	-2%	10%	7%	-0.5%[9.22 µM]	i	18%	-1%

# Next compounds.
SMILES,TGFb inhibitor,IL-1B inflam inh,MCF10A rereplic,A549 tox,Nrf2 inh,Nrf2 ARE act,S2 tox,ATXN2 expr inh,HepG2 tox
COc1ccccc1Nc1nnc(SCC(=O)NC(=O)Nc2ccc3c(c2)OCCO3)s1,7%,13,21µM*,-19%,-24%,-0.1%,?,-35%,-9%
CCN(CC)CCC(c1ccc(N(C)C)cc1)c1c(OC)cc(OC)c2c1OC(=O)CC2c1ccc(OC)cc1 (stereo not given),-6%,/,/,?,6%,/,/,/,-22%
Cc1ccc(SC2=C[C@@]3(O)CC[C@@H](O)[C@@](Sc4ccc(C)cc4)(C2=O)[C@H]3O)cc1,/,-8,/,/,/,19%,i,-10%,/
Clc1ccccc1C1CC(c2ccccc2)Nc2ncnn21 (stereo not given),16%,-3,11%,-12%,-7%,0.1%,?,-11%,-1%
CC1CCN(Cc2c(C(=O)N/N=C/c3ccc(C(C)(C)C)cc3)nnn2-c2nonc2N)CC1,-11%,43,-14%,?,?,-0.4%,i,/,-20%
O=C(N1CCc2cc(S(=O)(=O)NC[C@H]3O[C@@H](n4ccc(=O)[nH]c4=O)[C@H](O)[C@@H]3O)ccc2C1)C(F)(F)F,1%,16,4%,-7%,5%,-0.7%,i,-3%,3%
O=C(COC(=O)C1(c2ccc(F)cc2)CCCC1)N1CCNC1=O,2%,2,-6%,0%,-17%,0.0%,i,/,-5%
COc1ccc(OC)c(NC(=O)Cn2ccn(-c3ccc(OC)c(OC)c3)c(=O)c2=O)c1,0%,/,/,0%,-13%,0.2%,/,/,0%
CNc1ccc(-c2ccccc2CO)cn1,-1%,-3,/,/,/,3.0%,?,-13%,-3%
CCn1cnc2c1c(=O)n(CC(=O)OC(C)C(N)=O)c(=O)n2Cc1ccccc1 (stereo not given),-13%,-5,0%,-1%,-3%,-0.1%,i,-13%,-25%
CCN(C(=S)NC(=O)Cc1ccc(OC)cc1)c1ccccc1,-3%,11,5%,3%,10%,6.9%,i,-6%,-27%
Cc1ccc(/C=N/n2c(-c3ccccc3)n[nH]c2=S)cc1,-25%,-4,?,6%,?,0.7%,i,-9%,-21%
